# Compound activity from PubChem BioAssay.
# AMA1-RON2 inh = qHTS for Inhibitors of AMA1-RON; Towards Development of Antimalarial Drug Lead: Primary Screen. Plasmodium falciparum AMA1 (3D7) - RON2 peptide interaction. AlphaScreen AMA1-biotinylated RON2 peptide binding. Potency, µM (top dose mostly 58.2 µM), inactives show top-dose activity change, negative = inhibition, hits mostly inhibitors. 0.2% of 360,000 active. AID 720542, 2013;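 also: potency is read from the fitted curve at half-maximal effect; 0% = vehicle wells and -100% = peptide control; nearly all actives have a fitted effect of over 45% in size; some results filed as inactive show a strong effect at the top dose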
#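 AMA1 (3D7) with his tag at 25 nM final met compounds first, then biotinylated RON2 peptide at 25 nM; detection used donor plus acceptor beads, 10 µg/mL apiece, read by AlphaScreen after 30 min at room temperature.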
# LmPK inhibitor = qHTS Assay for Inhibitors of Leishmania Mexicana Pyruvate Kinase (LmPK); 0.37% of 290,000 active; AID 1721, 2009; Potency, µM (doses to about 57.5 µM), for inactives: at the highest dose activity change, negative = inhibition, usual class: inhibitors; purified LmPK, Kinase-Glo ATP luminescence, 1 h; Q27686; also: potency is read from the fitted curve at half-maximal effect
# Target sequence (Q27686 whole entry, looked up): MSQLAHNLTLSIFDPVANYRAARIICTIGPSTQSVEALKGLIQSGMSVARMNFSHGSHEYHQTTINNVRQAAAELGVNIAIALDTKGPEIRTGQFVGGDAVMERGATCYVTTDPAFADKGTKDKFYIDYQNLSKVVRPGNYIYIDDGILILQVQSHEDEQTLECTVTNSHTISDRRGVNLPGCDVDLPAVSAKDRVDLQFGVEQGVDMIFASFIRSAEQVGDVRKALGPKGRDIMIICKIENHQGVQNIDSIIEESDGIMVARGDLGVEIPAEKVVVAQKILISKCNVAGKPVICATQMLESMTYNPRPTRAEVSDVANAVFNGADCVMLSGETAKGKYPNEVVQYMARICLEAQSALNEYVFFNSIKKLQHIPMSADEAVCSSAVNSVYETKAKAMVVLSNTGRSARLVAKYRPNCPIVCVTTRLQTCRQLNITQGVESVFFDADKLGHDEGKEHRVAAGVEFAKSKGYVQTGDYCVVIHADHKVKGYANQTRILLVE
#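 In 50 mM imidazole pH 7.2 with 7 mM MgCl2, LmPK (0.1 nM) turned over PEP (0.5 mM) and ADP (0.1 mM) for 1 h at room temperature. Luciferase read-out of ATP.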
# AmpC no deterg = qHTS Inhibitors of AmpC Beta-Lactamase (assay without detergent); P00811; AmpC nitrocefin hydrolysis, absorbance 480 nm, 0.0001% Triton; Potency, µM (series often up to 57.1 µM), for the others: top-dose activity change, negative = inhibition, hits mostly inhibitors; 0.52% of 330,000 active; AID 485341, 2010;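 also: potency is read from the fitted curve at half-maximal effect; plate controls were no compound for no effect and no enzyme for full effect; nearly all actives have a fitted effect of over 20% in size; some results filed as inactive show a strong effect at the top dose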
# Target sequence (P00811 whole entry, looked up): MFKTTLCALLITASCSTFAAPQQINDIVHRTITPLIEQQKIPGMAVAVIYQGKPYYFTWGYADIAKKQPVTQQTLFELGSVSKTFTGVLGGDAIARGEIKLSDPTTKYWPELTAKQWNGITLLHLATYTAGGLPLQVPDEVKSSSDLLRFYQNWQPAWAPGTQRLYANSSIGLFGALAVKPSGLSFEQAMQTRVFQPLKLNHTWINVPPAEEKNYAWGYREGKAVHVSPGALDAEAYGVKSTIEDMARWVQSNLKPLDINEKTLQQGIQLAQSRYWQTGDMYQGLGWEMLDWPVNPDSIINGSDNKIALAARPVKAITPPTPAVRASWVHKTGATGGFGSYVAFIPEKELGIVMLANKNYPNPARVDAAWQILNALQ
#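 20 mM phosphate pH 7.0 + 0.01% (detergent screen) or 0.0001% Triton X-100; 5.3 nM AmpC reagent; cpd preinc 15 min RT; nitrocefin (800 uM stock) to start; A480 q20 s × 4 min; Activity was normalised to no-enzyme and no-compound control wells.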
# TbPYK inhibitor = qHTS of Trypanosoma Brucei Inhibitors. TbPYK enzyme, Kinase-Glo Plus ATP luminescence, 45 min. Potency, µM (highest dose often 76.8 µM), without a hit: at the highest dose activity, negative = inhibition, actives largely listed as inhibitors. 0.12% of 410,000 active. AID 624173, 2012; also: potency is read from the fitted curve at half-maximal effect; nearly all actives have a fitted effect of over 50% in size
#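 In this concentration-response screen, enzyme-free wells defined baseline while DMSO plates tracked drift. Each reaction combined TbPYK, substrate, compound and 130 uM ADP for 45 min at room temperature. Kinase-Glo Plus luminescence gave the signal.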
# AmpC inh detg = qHTS Inhibitors of AmpC Beta-Lactamase (assay with detergent); P00811; AmpC hydrolysis of nitrocefin, absorbance 480 nm, 0.01% Triton; Potency, µM (series often up to 114 µM), for inactives: top-dose activity change, negative = inhibition, usual class: inhibitors; 0.041% of 370,000 active; AID 485294, 2010;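 also: potency is read from the fitted curve at half-maximal effect; 0% = no-compound wells and -100% = no-enzyme wells; nearly all actives have a fitted effect of over 25% in size; some results filed as inactive show a strong effect at the top dose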
#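 20 mM phosphate pH 7.0 + 0.01% (detergent screen) or 0.0001% Triton X-100; 5.3 nM AmpC reagent; cpd preinc 15 min RT; nitrocefin (800 uM stock) to start; A480 q20 s × 4 min; Activity was normalised to no-enzyme and no-compound control wells.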
# HCMV inh = qHTS Assay for inhibitors of the human cytomegalovirus (HCMV); HFF cells, HCMV-luciferase reporter, 72 h; hits give low values; activity change, negative = inhibition, % at 57.5 µM; 4.5% of 410,000 active; AID 1259415, 2018; in the data active = activity change below about -60%; inconclusive = no clear call, values can overlap the other calls; inactive = above about -39%
#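 Inhibition of viral replication was scored as loss of reporter luminescence in HFFs infected with HCMV-luciferase (MOI 1 PFU/cell) for 72 h; compounds tested at 2 doses, normalized to buffer and Salinomycin controls.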
# Sm TGR inh = qHTS Assay for the Inhibitors of Schistosoma Mansoni Peroxiredoxins; purified TGR, DTNB reduction, TNB absorbance 405 nm; Potency, µM (series often up to 114 µM), for the others: at the highest dose activity change, negative = inhibition, actives largely listed as inhibitors; 3% of 360,000 active; AID 485364, 2010; also: potency is read from the fitted curve at half-maximal effect; nearly all actives have a fitted effect of over 60% in size
#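 First, TGR (20 nM dispensed) and NADPH were mixed with compound. Second, a 15 min room-temperature incubation followed. Third, further NADPH and then DTNB were added to start the reaction. Finally, TNB absorbance was monitored kinetically.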
# Starred values were filed as active, the others as inactive; ? = inconclusive; · = not tested or not shown; & = joins results of further samples; [ ] = dose if it differs, or a comment. Unless noted, calls follow the shape of the dose curve; as a rule, active = well fitted curve in the direction sought with a large enough effect; inconclusive = small, poorly fitted or top-dose-only effect, or another doubt; inactive = no such curve, though single readings can be large; an effect the other way counts as inactive or inconclusive. Unless noted, % is scaled to controls: 0 for no effect and ±100 for the full control effect.
SMILES,AMA1-RON2 inh,LmPK inhibitor,AmpC no deterg,TbPYK inhibitor,AmpC inh detg,HCMV inh,Sm TGR inh
N#Cc1c(NC(=O)CSc2ncn[nH]2)sc2c1CCCCC2,29%,-1%,-9%,-4%,1%,-64*,-2%
O=C(NCCc1ccccc1)c1ccc(NCC2CCCO2)c([N+](=O)[O-])c1 (stereo unspecified),-9%,8%,-11%,-2%,-10%,66,-11%
O=C(O)C1CC=CCC1C(=O)Nc1cccc(Cl)c1 (stereo unspecified),-6%,4%,-11%,?,4%,15,5%
N#CCCn1cc(/C=C2\NC(=S)N(c3ccccc3)C2=O)c(-c2ccc(-c3ccccc3)cc2)n1,10%,1%,-15%,0%,-11%,-4,-4%
COc1cc(CC(=O)OCC(=O)Nc2cc(S(=O)(=O)N3CCCC3)ccc2Cl)cc(OC)c1OC,-3%,4%,9%,·,0%,-2,0%
NC(N)=NS(=O)(=O)c1ccc(NC(=S)NC(=O)/C=C/c2ccc(F)cc2)cc1,-1%,5%,-18%,1%,-1%,27,2%
C/C(=N\NC(=O)c1ccc(C)cc1)C1C(=O)c2ccccc2C1=O,80%[activator],-12%,-32%,-9%,?,14,-9%
NC(=O)c1cc2ccccc2o/c1=N/NC(=O)c1cccs1,94%[activator],3%,-26%,0%,8%,-4,9%
O=C(COc1ccc(F)cc1Br)N1CCN(S(=O)(=O)/C=C/c2ccccc2)CC1,2%,1%,0%,9%,-11%,-15,1%
COc1ccc(OC)c(/C=N/N=C2\SCC(=O)N2Cc2ccco2)c1,-11%,1%,-43%,-12%,?,-2,-16%
CCC(CO)Nc1nc2ccc(Cl)cc2c2ccccc12 (stereo unspecified),-3%,8%,112%[activator],-2%,0%,?,8%
COc1ccc(S(=O)(=O)NC(=O)C2(C)CCN2C(=O)Cc2ccccc2Cl)cc1 (stereo unspecified),9%,·,·,-12%,·,2,·
COc1cc(NC(=O)c2ccc(N)nc2)cc(C(=O)Nc2cccc(C(F)(F)F)c2)c1,?,-3%,-19%,-4%&3%,-6%,20&37,18%
CC(=O)c1ccc(NC(=O)c2nc(-c3ccc(Cl)cc3)n3c2CCCCC3)cc1,·,·,·,-3%,5%,-18,-1%
COc1cc(O)c(C(=O)/C=C/c2ccccc2)c(OC)c1,?,-2%,-16%,2%,-12%,-3,-22%
COc1ccc(-c2[nH]ncc2CN(C)C(C)c2ccncn2)c(F)c1 (stereo unspecified),12%,3%,0%,-2%,-2%,2,-8%
COc1cccc(-n2c(C)nc3cc(C(=O)O)ccc32)c1,-4%,-2%,-14%,-6%&-10%,0%&-14%,-1&-13,0%&4%
COc1ccc(CC2(CO)CCN(C/C=C/c3ccccc3OC)CC2)cc1,1%,-4%,48%,-6%,-4%,?,2%
Cc1cc(-c2nc(C)c(C(=O)NNS(=O)(=O)c3cccc(C(F)(F)F)c3)s2)no1,57%[activator],4%,4%,18%,3%,29,2%
CCN(CC)CCNC(=O)c1cc2c(=O)oc3ccc(C)cc3c2s1,·,·,·,10%,7%,3,12%

# Not a retest: entries from further up.
SMILES,AMA1-RON2 inh,LmPK inhibitor,AmpC no deterg,TbPYK inhibitor,AmpC inh detg,HCMV inh,Sm TGR inh
C/C(=N\NC(=O)c1ccc(C)cc1)C1C(=O)c2ccccc2C1=O,80%[activator],-12%,-32%,-9%,?,14,-9%
NC(=O)c1cc2ccccc2o/c1=N/NC(=O)c1cccs1,94%[activator],3%,-26%,0%,8%,-4,9%
O=C(COc1ccc(F)cc1Br)N1CCN(S(=O)(=O)/C=C/c2ccccc2)CC1,2%,1%,0%,9%,-11%,-15,1%
COc1ccc(OC)c(/C=N/N=C2\SCC(=O)N2Cc2ccco2)c1,-11%,1%,-43%,-12%,?,-2,-16%
CCC(CO)Nc1nc2ccc(Cl)cc2c2ccccc12 (stereo unspecified),-3%,8%,112%[activator],-2%,0%,?,8%
COc1ccc(S(=O)(=O)NC(=O)C2(C)CCN2C(=O)Cc2ccccc2Cl)cc1 (stereo unspecified),9%,·,·,-12%,·,2,·
COc1cc(NC(=O)c2ccc(N)nc2)cc(C(=O)Nc2cccc(C(F)(F)F)c2)c1,?,-3%,-19%,-4%&3%,-6%,20&37,18%
CC(=O)c1ccc(NC(=O)c2nc(-c3ccc(Cl)cc3)n3c2CCCCC3)cc1,·,·,·,-3%,5%,-18,-1%
COc1cc(O)c(C(=O)/C=C/c2ccccc2)c(OC)c1,?,-2%,-16%,2%,-12%,-3,-22%
COc1ccc(-c2[nH]ncc2CN(C)C(C)c2ccncn2)c(F)c1 (stereo unspecified),12%,3%,0%,-2%,-2%,2,-8%
COc1cccc(-n2c(C)nc3cc(C(=O)O)ccc32)c1,-4%,-2%,-14%,-6%&-10%,0%&-14%,-1&-13,0%&4%
COc1ccc(CC2(CO)CCN(C/C=C/c3ccccc3OC)CC2)cc1,1%,-4%,48%,-6%,-4%,?,2%
Cc1cc(-c2nc(C)c(C(=O)NNS(=O)(=O)c3cccc(C(F)(F)F)c3)s2)no1,57%[activator],4%,4%,18%,3%,29,2%
CCN(CC)CCNC(=O)c1cc2c(=O)oc3ccc(C)cc3c2s1,·,·,·,10%,7%,3,12%

# The list continues.
SMILES,AMA1-RON2 inh,LmPK inhibitor,AmpC no deterg,TbPYK inhibitor,AmpC inh detg,HCMV inh,Sm TGR inh
O=C(N/N=C/c1ccccc1OCC(=O)N1CCCC1)C(=O)Nc1ccccc1F,35%[activator],?,-15%,-11%,-8%,13,-2%
Fc1ccc(NC(=S)NCCN2CCOCC2)cc1,16%,5%,48%,10%,-1%,?,4%
COCCCNC(=O)Cn1nnc(-c2ccccc2NC(=O)c2ccc(F)cc2)n1,-2%,0%,-14%,7%,?,0,8%
COc1ccc(Cl)cc1C(=O)OCC(=O)N1CCCC(C)C1 (stereo unspecified),-10%,·,-12%,0%,·,-23,·
Cc1cccc(-n2ncc3c(NCc4ccco4)ncnc32)c1,-2%,2%,-45%,-3%,?,119,45µM*
O=C(Cc1ccccc1)NCCn1ccc2ccccc21,3%,2%,-5%,0%,?,36,1%
CC(C)C1=NOC(C(=O)N2CCC(N3CCC(C(=O)N4CCOCC4)CC3)CC2)C1 (stereo unspecified),-3%,2%,-8%,-2%,6%,-7,?
Cc1ccc(/C=N/NC(=O)C(c2ccncc2)N2CCOCC2)cc1 (stereo unspecified),2%,0%,-4%,1%,2%,15,-11%
Cc1cccc(OCc2n[nH]c(=S)n2-c2ccccc2)c1,67%[activator],-1%,-26%,?,-5%,-32,·
COc1ccc2nc(-c3ccccc3)nc(SCC(=O)NCC3CCCO3)c2c1 (stereo unspecified),17%,0%,2%,-1%,?,-38,2%
CC(Nc1ccc(Cl)cc1)C(=O)NN (stereo unspecified),26%,-6%,-16%,-4%,-7%,12,2%
CCn1c(COc2cccc(C)c2)nc2ccccc21,46%[activator],-1%,-23%,2%&2%,1%&3%,7&-29,0%&-1%
CC(=O)Nc1cncc(-c2ccc(CN(C)C)cc2)n1,4%,·,·,2%,·,27,·
CCOC(=O)N1CCN(C(=O)CCN2C(=O)c3ccccc3S2(=O)=O)CC1,-6%,·,-9%,-4%,-10%,-8,-1%
COc1ccccc1Nc1ccc(Nc2ccccc2OC)nn1,-16%,3%,-19%,-4%,2%,-24,?
O=C(CCCOc1ccccc1)N1CCN(S(=O)(=O)c2cccc(F)c2)CC1,24%,·,?,2%,?,-21,1%
CCOC(=O)c1c(-c2ccco2)csc1NC(=O)COC(=O)c1cnccn1,-16%,·,45%,-3%,0%,-34,7.9µM*
Cc1cccc(N2C(=O)c3ccc(C(=O)Nc4cccc(C(=O)O)c4)cc3C2=O)c1,0%,0%,11%,0%,-11%,-36,9%
CC(C)NC(=O)C(=O)NCCN1CCN(C(=O)c2ccc(C(C)(C)C)cc2)CC1,28%,2%,111%[activator],4%,-12%,1,-8%
COC(=O)c1ccc(COn2nnc3ccccc32)cc1,10%,-18%,-11%,-1%,3%,28,-7%
COCCn1c(C)cc(O)c(C(c2ccccc2Cl)N2CCN(c3ccccc3)CC2)c1=O (stereo unspecified),·,·,·,-5%,-7%,-16,3.2µM*
CC[N+](CC)(CC)CC(=O)Nc1c(C)cccc1C,4%,·,·,-9%,·,-12,·
COc1ccc(CN2C(=O)c3cccc4cccc2c34)cc1F,53%[activator],0%,-33%,4%,-5%,25,0%
O=C(O)c1cccc(S(=O)(=O)Nc2ccc(N3CCCCC3)cc2)c1,-2%,·,-19%,-10%,·,63,·
CCc1ccc(C2(O)CC(C(F)(F)F)=NN2C(=O)Cc2ccc([N+](=O)[O-])cc2)cc1 (stereo unspecified),1%,-2%,-45%,3%,?,3,-2%
CC(NC(N)=O)C(=O)OCC(=O)c1ccc(-c2ccccc2)cc1 (stereo unspecified),-1%,-4%,-6%,-5%,3%,18,3%
Cc1nn(-c2ccccc2)c2c1C(=O)N(c1ccccc1)C(=O)C(C)(C)C2,-7%,4%,29%,-10%,5%,1,10%
CC(=O)c1cccc(CN2CCN(Cc3ccccc3)C(CCO)C2)c1 (stereo unspecified),12%,1%,2%,0%,5%,-17,·
COc1ccccc1/C=C/C(=O)NCC(=O)N/N=C/c1cccnc1,10%,-2%,-30%,-1%,5%,?,4%
CC(C)C(=O)Nc1ccc(-c2csc(-c3ccccc3)n2)cc1,9%,1%,-14%,1%,?,-20,1%
CC(C)C(NC(=O)c1ccc(C(C)(C)C)cc1)C(=O)NCCc1ccccn1 (stereo unspecified),-7%,1%,90%[activator],1%,10%,14,-3%
